Compound activity: PubChem, NCI
All columns: NCI-60 one-dose screen, growth in % after 48 h at 10 µM unless noted; 100 = growth as untreated, 0 = no growth, -100 = all killed.
COLO 205: COLO 205 colon cancer; actives 7.3% (n = 79,000); AID 1794742
NCI-H226: NCI-H226 lung cancer; actives 3.5% (n = 79,000)
HT29: HT29 colon cancer; actives 7.4% (n = 81,000)
HCT-116: HCT-116 colon cancer | actives 7.3% (n = 82,000)
HCT-15: HCT-15 colon cancer; actives 5.2% (n = 82,000); AID 1794746
NCI/ADR-RES: NCI/ADR-RES ovarian cells | actives 4.4% (n = 81,000) | AID 1794790
NCI-H522: NCI-H522 lung cancer. actives 8% (n = 78,000). AID 1794739
NCI-H322M: NCI-H322M lung cancer. actives 2.7% (n = 80,000). AID 1794733
NCI-H460: NCI-H460 lung cancer. actives 6.8% (n = 82,000). AID 1794736
Starred values were filed as active, the others as inactive; & = joins results of further samples. Rule for the calls: active = growth percent below 10; inactive = the rest.

The opening six records, to show the layout:
For COc1ccc(/C=C2\C(=O)N=C3N2NC(C#N)(C/C=C/c2ccccc2)C(=O)N3c2ccccc2)cc1 (stereo not drawn) the results were COLO 205 105, NCI-H226 83, HT29 112, HCT-116 98, HCT-15 103, NCI/ADR-RES 103, NCI-H522 99, NCI-H322M 93 and NCI-H460 102.
For O=C(C[n+]1ccccc1Br)c1ccccc1 the results were COLO 205 107, NCI-H226 103, HT29 108, HCT-116 108, HCT-15 110, NCI/ADR-RES 104, NCI-H522 102, NCI-H322M 112 and NCI-H460 112.
For O=Cc1cccc(O)c1 the results were COLO 205 130, NCI-H226 111, HT29 117, HCT-116 101, HCT-15 108, NCI/ADR-RES 106, NCI-H522 108, NCI-H322M 107 and NCI-H460 118.
Screening COc1ccc(NS(=O)(=O)N2CCCCC2)cc1 returned COLO 205 105, NCI-H226 96, HT29 102, HCT-116 103, HCT-15 115, NCI/ADR-RES 116, NCI-H322M 102 and NCI-H460 113.
`CCCC(=O)Nc1ccc(NS(C)(=O)=O)cc1OC` gave COLO 205 112, NCI-H226 100, HT29 101, HCT-116 113, HCT-15 98, NCI/ADR-RES 106, NCI-H522 95, NCI-H322M 106 and NCI-H460 109.
Screening CCN1CCN(Cc2ccc(NC(=O)c3cc4ccc5cccnc5c4[nH]3)cc2)CC1 returned COLO 205 117, NCI-H226 97, HT29 98, HCT-116 84, HCT-15 93, NCI-H522 105, NCI-H322M 93 and NCI-H460 80.

The list itself (from the top)
For COc1ccc(/C=C2\C(=O)N=C3N2NC(C#N)(C/C=C/c2ccccc2)C(=O)N3c2ccccc2)cc1 (stereo not drawn) the results were COLO 205 105, NCI-H226 83, HT29 112, HCT-116 98, HCT-15 103, NCI/ADR-RES 103, NCI-H522 99, NCI-H322M 93 and NCI-H460 102.
For O=C(C[n+]1ccccc1Br)c1ccccc1 the results were COLO 205 107, NCI-H226 103, HT29 108, HCT-116 108, HCT-15 110, NCI/ADR-RES 104, NCI-H522 102, NCI-H322M 112 and NCI-H460 112.
For O=Cc1cccc(O)c1 the results were COLO 205 130, NCI-H226 111, HT29 117, HCT-116 101, HCT-15 108, NCI/ADR-RES 106, NCI-H522 108, NCI-H322M 107 and NCI-H460 118.
Screening COc1ccc(NS(=O)(=O)N2CCCCC2)cc1 returned COLO 205 105, NCI-H226 96, HT29 102, HCT-116 103, HCT-15 115, NCI/ADR-RES 116, NCI-H322M 102 and NCI-H460 113.
`CCCC(=O)Nc1ccc(NS(C)(=O)=O)cc1OC` gave COLO 205 112, NCI-H226 100, HT29 101, HCT-116 113, HCT-15 98, NCI/ADR-RES 106, NCI-H522 95, NCI-H322M 106 and NCI-H460 109.
Screening CCN1CCN(Cc2ccc(NC(=O)c3cc4ccc5cccnc5c4[nH]3)cc2)CC1 returned COLO 205 117, NCI-H226 97, HT29 98, HCT-116 84, HCT-15 93, NCI-H522 105, NCI-H322M 93 and NCI-H460 80.
c1ccc(Cn2nc(-c3ccccc3)c3c2CCc2cnoc2-3)cc1 was read as COLO 205 116, NCI-H226 115, HT29 99, HCT-116 92, HCT-15 98, NCI/ADR-RES 86, NCI-H522 90, NCI-H322M 111 and NCI-H460 101.
`Cc1cc(Nc2cccc(C(F)(F)F)c2)n2c(nc3ccccc32)c1C#N` gave COLO 205 37, NCI-H226 40, HT29 13, HCT-116 40, HCT-15 12, NCI/ADR-RES 48, NCI-H522 21, NCI-H322M 37 and NCI-H460 17.
Screening Cc1nc2ccc(C(F)(F)F)cn2c1C(=O)NC1CCCCCC1 returned NCI-H226 104, HT29 101, HCT-116 105, HCT-15 98, NCI/ADR-RES 113, NCI-H522 95, NCI-H322M 101 and NCI-H460 103.
CC(=O)N1N=C(Cn2nnnc2-c2ccccc2)OC1c1ccc(Cl)cc1 (stereo not drawn) was read as COLO 205 101, NCI-H226 90, HT29 97, HCT-116 100, HCT-15 105, NCI/ADR-RES 106, NCI-H522 89, NCI-H322M 106 and NCI-H460 104.
For CC[N+](C)(C)N the results were COLO 205 112, NCI-H226 90, HT29 102, HCT-116 99, HCT-15 103, NCI/ADR-RES 109, NCI-H322M 93 and NCI-H460 108.
For Cc1cccc(NC(=O)c2c(N)c3cc4c(nc3n2C)CCCC4)c1C the results were COLO 205 88, NCI-H226 84, HT29 79, HCT-116 59, HCT-15 70, NCI/ADR-RES 72, NCI-H522 61, NCI-H322M 79 and NCI-H460 57.
For O=C(Nc1cccc2cccnc12)c1ccc2ccc3ccc(C(=O)Nc4cccc5cccnc45)nc3c2n1 the results were COLO 205 57, NCI-H226 28, HT29 53, HCT-116 38, HCT-15 50, NCI/ADR-RES 53, NCI-H522 50, NCI-H322M 86 and NCI-H460 37.
For CN(C)c1ccc(/C=C2\Cc3c(F)ccc(Br)c3C2=O)cc1 the results were COLO 205 98, NCI-H226 76, HT29 104, HCT-116 99, HCT-15 97, NCI/ADR-RES 91, NCI-H522 96, NCI-H322M 86 and NCI-H460 89.
COc1cc(-c2cc(-c3ccc(Nc4ccnc5cc(Cl)ccc45)cc3)nc(N3CCOCC3)n2)cc(OC)c1OC was read as COLO 205 32, NCI-H226 92, HT29 -22*, HCT-116 -63*, HCT-15 -30*, NCI/ADR-RES 9.9*, NCI-H522 -24*, NCI-H322M 29 and NCI-H460 -44*.
`CCOC(=O)CNC` gave COLO 205 116, NCI-H226 99, HT29 117, HCT-116 108, HCT-15 99, NCI/ADR-RES 100, NCI-H522 123, NCI-H322M 97 and NCI-H460 106.
NC(=O)c1cccnc1 was read as COLO 205 129, NCI-H226 110, HT29 106, HCT-116 106, HCT-15 109, NCI/ADR-RES 99, NCI-H522 96, NCI-H322M 97 and NCI-H460 113.
Screening O=S(=O)(Nc1cc(Cl)cc(Cl)c1)c1ccc(-c2cnc(C3CC3)o2)cc1 returned COLO 205 14, NCI-H226 43, HT29 12, HCT-116 31, HCT-15 31, NCI/ADR-RES 19, NCI-H522 34, NCI-H322M 50 and NCI-H460 19.
C=C(C)[C@@H]1CC[C@]2(C(=O)N3CCN(CC)CC3)CC[C@]3(C)[C@H](CC[C@@H]4[C@@]5(C)C/C(=C/c6cccc(I)c6)C(=O)C(C)(C)[C@@H]5CC[C@]43C)[C@@H]12 was read as COLO 205 132, NCI-H226 99, HT29 107, HCT-116 101, HCT-15 105, NCI/ADR-RES 102, NCI-H522 87, NCI-H322M 103 and NCI-H460 103.
`COc1ccc(-c2cc(-c3cccnc3)nc3oc(C(=O)c4ccc(Cl)cc4)c(N)c23)cc1OC` gave COLO 205 106, NCI-H226 96, HT29 109, HCT-116 93, HCT-15 89, NCI/ADR-RES 99, NCI-H522 88, NCI-H322M 99 and NCI-H460 105.
`COC(=O)c1sc(-c2ccc(OC)cc2)cc1O` gave COLO 205 99, NCI-H226 98, HT29 133, HCT-116 104, HCT-15 87, NCI/ADR-RES 98, NCI-H522 123, NCI-H322M 88 and NCI-H460 106.
Screening COc1ccc(C2N(c3ccccc3)NC(=O)[C@H]3CCCN23)cc1 (stereo partly drawn) returned COLO 205 95, NCI-H226 99, HT29 94, HCT-116 90, HCT-15 97, NCI/ADR-RES 91, NCI-H522 68, NCI-H322M 85 and NCI-H460 104.
C=C1C(=O)O[C@H]2[C@H]1CC/C(Cn1cc(-c3ccc(F)cc3)nn1)=C\CC[C@@]1(C)O[C@@H]21 was read as COLO 205 -84*, NCI-H226 -31*, HT29 -85*, HCT-116 -86*, HCT-15 -79*, NCI/ADR-RES 36, NCI-H522 -80*, NCI-H322M 81 and NCI-H460 77.
Screening COc1ccc([N+](=O)[O-])c(O)c1C(C)=O returned COLO 205 103, NCI-H226 106, HT29 115, HCT-116 98, HCT-15 100, NCI/ADR-RES 111, NCI-H522 107, NCI-H322M 95 and NCI-H460 116.
For N#Cc1c(-c2ccc(F)cc2)nc(N/N=C2\NC(=O)CS2)nc1N1CCOCC1 the results were COLO 205 108, NCI-H226 88, HT29 101, HCT-116 101, HCT-15 101, NCI/ADR-RES 108, NCI-H522 96, NCI-H322M 104 and NCI-H460 107.
Screening Cc1ccccc1-n1nnc(C(=O)Nc2ccc3ccccc3n2)c1C returned COLO 205 101, NCI-H226 82, HT29 86, HCT-116 82, HCT-15 74, NCI/ADR-RES 84, NCI-H522 82, NCI-H322M 87 and NCI-H460 94.
Screening CCCOCC(O)CNCCN (stereo not drawn) returned COLO 205 110, NCI-H226 121, HT29 102, HCT-116 104, HCT-15 98, NCI/ADR-RES 123, NCI-H522 102, NCI-H322M 105 and NCI-H460 104.
Cn1c(=O)c2c(nc(Br)n2CC(=O)Nc2ccccc2)n(C)c1=O was read as COLO 205 98, NCI-H226 86, HT29 114, HCT-116 96, HCT-15 91, NCI/ADR-RES 98, NCI-H522 102, NCI-H322M 94 and NCI-H460 105.
`CC(=O)NC(C)(NC(=O)CCl)C(=O)O` (stereo not drawn) gave COLO 205 108, NCI-H226 108, HT29 105, HCT-116 100, HCT-15 102, NCI/ADR-RES 102, NCI-H522 97, NCI-H322M 93 and NCI-H460 104.
For Fc1ccc(C2=NN(c3ccccc3)C(c3sc(Cl)nc3Cl)C2)cc1 (stereo not drawn) the results were COLO 205 113, NCI-H226 72, HT29 94, HCT-116 88, HCT-15 95, NCI/ADR-RES 99, NCI-H522 89, NCI-H322M 90 and NCI-H460 109.

3 entries from above, ordered by molecular weight, falling:
C=C(C)[C@@H]1CC[C@]2(C(=O)N3CCN(CC)CC3)CC[C@]3(C)[C@H](CC[C@@H]4[C@@]5(C)C/C(=C/c6cccc(I)c6)C(=O)C(C)(C)[C@@H]5CC[C@]43C)[C@@H]12 was read as COLO 205 132, NCI-H226 99, HT29 107, HCT-116 101, HCT-15 105, NCI/ADR-RES 102, NCI-H522 87, NCI-H322M 103 and NCI-H460 103.
Screening COc1ccc(C2N(c3ccccc3)NC(=O)[C@H]3CCCN23)cc1 (stereo partly drawn) returned COLO 205 95, NCI-H226 99, HT29 94, HCT-116 90, HCT-15 97, NCI/ADR-RES 91, NCI-H522 68, NCI-H322M 85 and NCI-H460 104.
`COC(=O)c1sc(-c2ccc(OC)cc2)cc1O` gave COLO 205 99, NCI-H226 98, HT29 133, HCT-116 104, HCT-15 87, NCI/ADR-RES 98, NCI-H522 123, NCI-H322M 88 and NCI-H460 106.

The list goes on.
For O=C(N/N=C\c1ccc(O)cc1)C(=O)N/N=C\c1ccc(O)cc1 the results were COLO 205 101&111, NCI-H226 112&104, HT29 105&118, HCT-116 108&100, HCT-15 95&104, NCI/ADR-RES 110&106, NCI-H522 105&100, NCI-H322M 107&103 and NCI-H460 119&104.
Screening COC(=O)C(c1ccccc1)C(Br)C(=O)c1ccc(Cl)cc1 (stereo not drawn) returned COLO 205 108, NCI-H226 109, HT29 93, HCT-116 93, HCT-15 84, NCI/ADR-RES 95, NCI-H522 68, NCI-H322M 104 and NCI-H460 103.
For Cc1cc(C)c(C(=O)Cc2ccccc2)c(C)c1 the results were COLO 205 100, NCI-H226 84, HT29 101, HCT-116 97, HCT-15 99, NCI/ADR-RES 100, NCI-H522 90, NCI-H322M 119 and NCI-H460 103.
Screening COc1ccc(C2=NN(C(C)=O)C(c3ccc(N4CCOCC4)cc3)C2)cc1OC (stereo not drawn) returned COLO 205 108, NCI-H226 87, HT29 105, HCT-116 104, HCT-15 100, NCI/ADR-RES 101, NCI-H522 89, NCI-H322M 96 and NCI-H460 104.
For CCCSC1=NC2C(N(CC)C(=O)N2CC)N1/N=C/C=C/c1ccccc1 (stereo not drawn) the results were COLO 205 107, NCI-H226 85, HT29 95, HCT-116 86, HCT-15 97, NCI/ADR-RES 100, NCI-H522 84, NCI-H322M 97 and NCI-H460 98.
For CCO/C=N/C1=C(C#N)C(c2ccc(Br)cc2)c2sc3c(F)cccc3c2O1 (stereo not drawn) the results were COLO 205 106, NCI-H226 100, HT29 106, HCT-116 104, HCT-15 81, NCI/ADR-RES 100, NCI-H522 54, NCI-H322M 109 and NCI-H460 107.
Screening c1ccc(-n2cc(COc3ncnc4sc5c(c34)CCCC5)nn2)cc1 returned COLO 205 118, NCI-H226 99, HT29 101, HCT-116 97, HCT-15 101, NCI/ADR-RES 91, NCI-H522 84, NCI-H322M 96 and NCI-H460 101.
For COc1ccc(C(=O)Nc2cccc(-c3cc(=O)c4c(OC)c(OC)c(OC)cc4o3)c2)cc1 the results were COLO 205 73, NCI-H226 70, HT29 47, HCT-116 48, HCT-15 45, NCI/ADR-RES 60, NCI-H522 44, NCI-H322M 55 and NCI-H460 42.
`Nc1ccc(Cc2ccc(N)c(Br)c2)cc1Br` gave COLO 205 109&106, NCI-H226 96&88, HT29 106&106, HCT-116 86&95, HCT-15 81&92, NCI/ADR-RES 77&89, NCI-H522 79, NCI-H322M 104&90 and NCI-H460 97&94.
Screening CCCCN1CCCC[C@@H]1C(=O)N[C@H](C(=O)N(C)[C@H](CCc1nc(C(=O)N[C@@H](Cc2ccccc2)C[C@H](C)C(=O)OC)cs1)C(C)C)C(C)C returned COLO 205 64, NCI-H226 81, HT29 69, HCT-116 41, HCT-15 59, NCI/ADR-RES 65, NCI-H522 50, NCI-H322M 76 and NCI-H460 95.
